S3 lipid droplet – qHTS Assay for Lipid Storage Modulators in Drosophila S3 Cells; Drosophila S3 cells, BODIPY lipid droplet fluorescence, 18-24 h; cells fed with added oleic acid; lipid storage change, negative = inhibition, % at the top dose, mostly 46.1 µM; hits show Potency in µM; actives 0.64% (n = 320,000); active means well fitted inhibition curve with a large enough effect in the signal ratio, with a control signal flat, not every such curve was filed as active; inconclusive means small, poorly fitted or top-dose-only effect, or effect the other way, or a change in a side signal; the % refers to the signal ratio
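Laser-scanning cytometry quantifies lipid droplet accumulation (500–530 nm total intensity; droplet/cell object ratio) in oleic acid-fed (400 uM added) Drosophila S3 cells treated with a concentration series. 20 uM Triacsin C defined 100% inhibition.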
S3 lipid droplet cell count max – second read-out of S3 lipid droplet, no call of its own (marks repeat the call); cell number change, %; measured here: cell count max response;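 cells counted by Cell Tracker Red CMTPX staining in the red channel; peak over a dose series mostly up to 46.1 µM; percent activity relative to internal control wells on each plate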
* hit, by the source's call; i = inactive; ? = inconclusive; . = no result given; [ ] = dose if it differs, or a comment. On the % scale 0 is the no-effect control and ±100 the full control effect; potency means the concentration at half of the fitted maximal effect. Not all compounds are listed. The share of hits here may be higher or lower than overall.

SMILES	S3 lipid droplet cell count max	S3 lipid droplet
Cc1ccc(S(=O)(=O)c2c(N)n(/N=C/c3ccco3)c3nc4ccccc4nc23)cc1C	.	?
CC(NC(=O)c1cccc(Br)c1)c1ccccc1 (stereo unspecified)	8	0%
CCC(C)NS(=O)(=O)c1ccc(OCC(=O)Nc2ccc3c(c2)OCO3)cc1 (stereo unspecified)	-3	1%
COc1ccc(S(=O)(=O)N2CCC(C(=O)N3CCCCC3)CC2)cc1Cl	.	i
C/C(CCS(=O)(=O)c1ccccc1)=N/O	.	?
COc1ccc(C(=O)Nc2ccccc2C(=O)Nc2ccccn2)cc1	24	-17%
c1ccc(-c2ncc(-c3ccn[nH]3)s2)cc1	.	?
COc1ccc(N2CCN(C(=O)c3cc4ccccc4o3)CC2)cc1	.	?
O=C(NCc1ccccc1Cl)c1ccc2ccccc2n1	.	?
NC(=S)NN=C1c2cc(S(=O)(=O)N3CCOCC3)ccc2-c2ccc(S(=O)(=O)N3CCOCC3)cc21	.	?
CCN(CC)CCNC(=O)NC(=O)c1ccc(Cl)cc1	.	?
Cc1ccc(N2CCN(S(=O)(=O)c3ccc(F)cc3)CC2)c(C)c1	1	12%
CC1C=CCC2C(=O)N(c3cccc(C(=O)Nc4ccc(F)cc4)c3)C(=O)C12 (stereo unspecified)	.	?
S=c1nc2ccccc2c2nc(-c3cccnc3)[nH]n12	.	?
Cc1cc(C)n2c(SCC(=O)N(C)C3CCCCC3)nnc2n1	4	7%
CN=C1SC(CC(=O)Nc2ccc(F)cc2F)C(=O)N1/N=C(\C)c1cccc(OCC(=O)O)c1 (stereo unspecified)	6	-8%
COc1ccc(CN(C)C(C)C(=O)Nc2ccc(S(=O)(=O)N3CCCC3)cc2)c(OC)c1OC (stereo unspecified)	.	?
O=C(c1ccco1)N(Cc1ccc(Cl)cc1)Cc1ccco1	.	?
CCN1/C(=C2/SC(=S)N(NC(C)=O)C2=O)Sc2ccc(OC)cc21	.	?
O=C(CSc1nc2ccccc2o1)NCCOc1ccccc1	.	?
CCOc1ccccc1Nc1nc(-c2sc(NC(=O)c3cccc(Cl)c3)nc2C)cs1	.	?
CC1C(=O)Nc2ccccc2N1C(=O)c1c(F)cccc1F (stereo unspecified)	-4	3%
Cc1nc(Nc2nc3ccccc3o2)nc(C)c1C	-25	4%
Cc1ccc(N=C2NC(=O)/C(=C/C=C/c3ccco3)S2)cc1C	.	?
CCn1c(=O)cc(NC2=NCC(C)CN2c2cccc(Cl)c2)n(C)c1=O (stereo unspecified)	.	?
O=C(Nc1ccccc1C(=O)Nc1ccccc1)c1ccco1	5	i
CCn1c(COc2ccc(Cl)cc2)nnc1SCc1ccc(C#N)cc1	.	?
Cc1oc(/N=C/c2ccccc2O)c(C#N)c1C	-11	6%
Cc1nn(CC(=O)NCc2ccc(C(=O)O)cc2)c(C)c1[N+](=O)[O-]	.	?
Cn1c(=O)c2c(SCC(=O)N3CCN(c4ccccc4)CC3)nc(C3CC3)nc2n(C)c1=O	-8	-8%

Part of the list above in another layout:
Values run as follows: S3 lipid droplet cell count max | S3 lipid droplet
> Cc1ccc(S(=O)(=O)c2c(N)n(/N=C/c3ccco3)c3nc4ccccc4nc23)cc1C
 : . | ?
> CC(NC(=O)c1cccc(Br)c1)c1ccccc1 (stereo unspecified)
 : 8 | 0%
> CCC(C)NS(=O)(=O)c1ccc(OCC(=O)Nc2ccc3c(c2)OCO3)cc1 (stereo unspecified)
 : -3 | 1%
> COc1ccc(S(=O)(=O)N2CCC(C(=O)N3CCCCC3)CC2)cc1Cl
 : . | i
> C/C(CCS(=O)(=O)c1ccccc1)=N/O
 : . | ?
> COc1ccc(C(=O)Nc2ccccc2C(=O)Nc2ccccn2)cc1
 : 24 | -17%
> c1ccc(-c2ncc(-c3ccn[nH]3)s2)cc1
 : . | ?

More results
SMILES	S3 lipid droplet cell count max	S3 lipid droplet
CS(=O)(=O)c1ccc(Cl)c(NC(=O)COC(=O)c2ccc(F)cc2Cl)c1	.	?
O=C(COC(=O)c1ccc(O)cc1O)Nc1ccc2ccccc2c1	.	?
Cc1cc(C(=O)COc2ccccc2C(N)=O)c(C)n1C1CC1	.	?
CCOc1ccccc1N1CCN(C(=O)CNC(=O)c2ccccc2F)CC1	.	?
COc1ccc(CCN2C(=O)NC(NC(=O)CCc3ccccc3)(C(F)(F)F)C2=O)cc1OC (stereo unspecified)	.	?
O=C(CSc1cccc[n+]1[O-])Nc1c(Br)cc([N+](=O)[O-])cc1Br	.	i
COc1ccc(C(=O)COC(=O)c2c(-c3ccccc3)noc2C)c(OC)c1	.	?
COc1ccc(CCNC(=O)CCCNC(=O)Cn2cnc3sc(C)c(C)c3c2=O)cc1OC	.	?
COc1ccc(NC(=O)CC2SC(=NCC3CCCO3)NC2=O)cc1 (stereo unspecified)	.	?
CCS(=O)(=O)N1N=C(c2cccc(NS(C)(=O)=O)c2)CC1c1ccccc1 (stereo unspecified)	-6	-9%
CCOC(=O)N1CCN(c2cc(=O)n(C)c(=O)n2C)CC1	16	15%
O=C(N/N=C/c1ccco1)C(O)C(O)C(=O)N/N=C/c1ccco1 (stereo unspecified)	18	-10%
Cc1occc1C(=O)N/N=C/c1ccc(OCc2ccccc2)cc1	9	6%
O=C(Cc1ccccc1)NCCc1cccc(Cl)c1	9	i
Cc1ccc(-n2c(SCc3nc4ccccc4c(=O)[nH]3)nnc2-c2ccccc2O)cc1	.	?
COC(=O)c1ccc(C(=O)OC)c(NC(=O)CN2CCN(c3ccc(OC)cc3)CC2)c1	.	?
Cc1ccc(-c2nc(N3CCN(C)CC3)c3ccccc3n2)cc1	.	?
CC(C)CC(=O)Nc1ccc(S(=O)(=O)NCc2ccco2)cc1	.	?
CCCn1nnc(NC(=O)c2ccc(OC)cc2)n1	.	?
Cc1ccccc1N(CC(=O)N1CCN(c2ccccc2)CC1)S(C)(=O)=O	30	i
Cc1cc(C)n2nc(SCC#N)nc2n1	-11	0%
Cc1ncc(CO)c2cc(C(=O)Nc3cccc(F)c3)c(=Nc3cccc(C(N)=O)c3)oc12	.	?
O=C(C1CCCO1)N1CCc2ccccc21 (stereo unspecified)	.	?
CC(C)(C)NS(=O)(=O)c1ccc(NC(=O)C2CCCO2)cc1 (stereo unspecified)	6	6%
CC1CCC(C(=O)NC(C(=O)NCCN2CCC(C)CC2)C(C)C)CC1 (stereo unspecified)	.	?
Cc1ccccc1N1C(=O)c2ccccc2C1Nc1cccnc1 (stereo unspecified)	.	?
CCOC(=O)C1(CCCCCCOc2ccc(Cl)cc2)CO1 (stereo unspecified)	-11	-6%
Cc1cc(/C=C2/NC(=O)NC2=O)c(C)n1-c1cccnc1	.	?
O=S(=O)(NCc1csc(-c2cccnc2)n1)c1ccc(F)cc1	.	?
COc1ccc(C(=O)N/N=C(\C)CC(=O)Nc2ccc3c(c2)OCO3)cc1	10	7%

Going on with the list:
SMILES	S3 lipid droplet cell count max	S3 lipid droplet
C=CCOc1ccc(/C=C2\SC(N)=NC2=O)cc1OC	9	-17%
CC(=O)Nc1ccc(NC(=O)COC(=O)c2c(C)nn(-c3ccccc3)c2C)cc1	.	?
CN(C)c1ccc(C=C2C(=O)OC(C)(C(C)(C)C)OC2=O)cc1 (stereo unspecified)	.	?
O=C(NNC(=O)c1ccc(NC(=O)c2ccccc2)cc1)c1ccc(F)cc1	.	?
CC(=O)Nc1ccc(-c2nn[nH]n2)cc1Cl	.	?
Cc1ccc(NC(=S)N/N=C/c2c(Cl)cccc2Cl)c(C)c1	-6	0%
Cc1ccccc1OC(C)C(=O)Nc1cccnc1 (stereo unspecified)	6	i
CO/N=C/c1cn(-c2ccc(Cl)cc2)nn1	.	?
CNC(=O)c1[nH]cnc1C(=O)NCC(=O)OCc1ccccc1	.	?
CC(C)OC(=O)CC12CN(C)CC(CC(=O)OC(C)C)(CN(C)C1)C2=O	-6	9%
Cc1ccccc1NC(=O)CN(C)S(=O)(=O)c1cccs1	.	?
CC1CC(C)CN(C(=O)c2ccc(Br)c(S(=O)(=O)N3CCOCC3)c2)C1 (stereo unspecified)	.	?
Cc1oc2cc3oc(=O)c(CCC(=O)NCCCN4CCCC4=O)c(C)c3cc2c1C	.	?
O=C(NC1CCCC1)c1ccc(Cn2c(=O)[nH]c3ccsc3c2=O)cc1	.	?
O=c1[nH]c2cccnc2n1-c1cccc([N+](=O)[O-])c1	-12	-17%
Cc1nnn(C23CC4CC(CC(C4)C2)C3)n1	-1	9%
CCOc1ccccc1C(C(=O)NC1CCCC1)N(C(=O)c1csnn1)C1CC1 (stereo unspecified)	-9	i
CCN(CC)c1ccc(C(=O)NNC(=O)CNC(=O)c2ccco2)cc1	.	?
COC(=O)c1ccc(C)c(NC(=O)CCc2cc(OC)c(OC)c(OC)c2)c1	13	1%
O=c1[nH]cnc2sc(-c3ccccc3)cc12	.	?
Cc1nc2ccccc2nc(C)c1=NOCc1ccc(Cl)cc1Cl	.	?
CCCNC(=O)COC(=O)/C=C/c1cccc(F)c1	.	?
O=Cc1c(NCc2ccccc2)c2ccccc2[nH]c1=O	.	?
CC(Oc1ccccc1Br)C(=O)N1CCc2ccccc21 (stereo unspecified)	-14	12%
CC(C)CCN(C(=O)c1csnn1)C(C(=O)NC1CCCC1)c1ccccc1 (stereo unspecified)	.	?
COc1ccc(COC(=O)C2CCN(S(=O)(=O)c3cccs3)CC2)cc1	.	?
C[C@@H]1CCC[C@]2(O[C@H](CCO)C[C@H](O)[C@H]2O)O1	.	-13%
O=C(COC(=O)CNC(=O)c1sc2ccccc2c1Cl)Nc1cc(Cl)cc(Cl)c1	.	?
COc1ccc(C)cc1Nc1n[n+](-c2ccccc2)c(-c2ccc(C(=O)O)cc2)s1	3	-4%
CCOc1ccc(N=CNc2ccc(OCC)cc2)cc1	.	?

Next results follow:
SMILES	S3 lipid droplet cell count max	S3 lipid droplet
COC(=O)C(C)N1C(=O)S/C(=C/c2cc(C)n(-c3ccccn3)c2C)C1=O (stereo unspecified)	-1	-21%
Cc1nc2c3cc(F)ccc3n(Cc3ccccc3F)c2s1	.	?
CCCc1cc(=O)oc2cc(OC(C)C(=O)NCC3CCC(C(=O)O)CC3)c(Cl)cc12 (stereo unspecified)	5	6%
Cc1nn(CC(=O)c2ccccc2)c(=O)c2nn(-c3ccccc3F)c(C)c12	.	?
Cc1sc2nc(SCC(=O)Nc3ccc(S(=O)(=O)NCCCC(=O)O)cc3)[nH]c(=O)c2c1C	11	3%
N#CCCn1cc(C(=O)N2CCCCC2)c(-c2cccc([N+](=O)[O-])c2)n1	.	?
COCCNC(=O)CS(=O)Cc1nc(-c2ccc(Cl)cc2)oc1C (stereo unspecified)	5	7%[9.22 µM]
COc1ccc(C2C(C#N)=C(N)OC3=C2C(=O)CC(C)(C)C3)cc1Cn1cc([N+](=O)[O-])cn1 (stereo unspecified)	0	-7%
Cc1ccc(-n2c(C)cc(C(=O)COC(=O)c3ccc[nH]c3=O)c2C)cc1C	-2	1%
O=S(=O)(c1ccccc1)n1ccc2ccccc21	-16	15%
O=C1NN=C(c2ccc(Br)cc2)CC1c1ccc(Cl)cc1 (stereo unspecified)	.	4%
CCCN1Cc2cccc(C(=O)N3CCN(c4ccccc4)CC3)c2C1=O	.	?
CC(=O)c1cccc(NC(=O)c2ccc3c(c2)CCCC3)c1	.	i
CCC(=O)Nc1ccc(C(=O)NNC(=O)c2cc([N+](=O)[O-])cc([N+](=O)[O-])c2)cc1	27	1%
COc1cccc(NC(=O)COC(=O)c2c3c(nc4ccccc24)CCC(C)C3)c1 (stereo unspecified)	.	?
CCn1c(SCC(=O)NC2(C#N)CCCCC2)nc2ccccc2c1=O	.	?
Cc1cc2c(cc1S(=O)(=O)CCC(=O)NC1CCCCC1C)OCC(=O)N2 (stereo unspecified)	8	-10%
Cc1nc(Nc2ccc(Cl)c(Cl)c2)sc1C(=O)Nc1ccccc1	.	?
CC(C)C(C(=O)NCc1ccco1)N(Cc1ccco1)C(=O)CNS(=O)(=O)c1ccc(F)cc1 (stereo unspecified)	.	?
CCOC(=O)c1cc(-c2ccccc2)sc1NC(=O)CN1C(=O)NC(CC)(c2ccc(F)cc2)C1=O (stereo unspecified)	.	?
CC(=O)/C(=N\Nc1ccccc1)Sc1nnc(-c2ccccc2)n1-c1ccccc1	-15	-2%
O=C(OCc1c(Cl)cccc1Cl)c1ccncc1	.	?
COc1ccc(Cl)cc1NC(=O)C1CCN(S(C)(=O)=O)CC1	12	-24%
C/C(CC(=O)NCc1ccco1)=N\NC(=O)Cc1cccc2ccccc12	10	i
O=C(O)c1ccc2c(c1)S(=O)(=O)c1cc(Cl)ccc1C2=O	.	?
Cc1ccccc1S(=O)(=O)Cc1ccc(C(=O)NCCCN2CCN(C)CC2)o1	.	?

Arranged by heavy-atom count (rising): three of the compounds above.
SMILES	S3 lipid droplet cell count max	S3 lipid droplet
Cc1nc(Nc2ccc(Cl)c(Cl)c2)sc1C(=O)Nc1ccccc1	.	?
Cc1nn(CC(=O)c2ccccc2)c(=O)c2nn(-c3ccccc3F)c(C)c12	.	?
CCC(=O)Nc1ccc(C(=O)NNC(=O)c2cc([N+](=O)[O-])cc([N+](=O)[O-])c2)cc1	27	1%

Bioassay records (PubChem)
